Screens deposited in PubChem by Fisher Drug Discovery Resource Center.
mcGAS inh – blocks mouse cGAS activity | recombinant cGAS, Kinase-Glo ATP depletion luminescence | inhibition, % at 12.5 µM | hit rate 0.15% among 160,000 | AID 1259399;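 also: 0% = negative control wells and 100% = reference inhibitor with no enzyme activity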
hcGAS lum – inhibitors of human cGAS; Q8N884; recombinant h-cGAS, ATP depletion, Kinase-Glo luminescence; inhibition, % at 12.5 µM; hit rate 0.081% among 290,000;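 also: 0% = vehicle reaction and 100% = reaction without DNA for no activity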
Target sequence (Q8N884 whole entry, looked up): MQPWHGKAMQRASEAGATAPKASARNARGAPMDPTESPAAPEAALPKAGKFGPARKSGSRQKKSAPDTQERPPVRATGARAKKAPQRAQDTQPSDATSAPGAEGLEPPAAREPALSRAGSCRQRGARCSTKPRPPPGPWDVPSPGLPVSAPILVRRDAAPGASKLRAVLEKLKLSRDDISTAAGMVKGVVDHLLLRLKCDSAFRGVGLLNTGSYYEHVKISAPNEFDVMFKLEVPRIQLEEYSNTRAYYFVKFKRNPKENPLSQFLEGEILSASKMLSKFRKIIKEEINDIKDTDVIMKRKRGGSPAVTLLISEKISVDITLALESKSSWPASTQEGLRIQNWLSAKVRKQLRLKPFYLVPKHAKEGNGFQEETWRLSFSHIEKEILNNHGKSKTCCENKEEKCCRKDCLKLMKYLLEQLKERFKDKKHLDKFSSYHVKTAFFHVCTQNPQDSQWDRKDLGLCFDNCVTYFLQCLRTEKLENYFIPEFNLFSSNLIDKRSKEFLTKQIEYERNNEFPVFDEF
NPYLR7 ag – activates Aedes aegypti NPYLR7 receptor. hit rate 0.15% among 270,000. HEK293T NPYLR7/Galpha15, GCaMP6s calcium fluorescence. activation, % at 10 µM; in the data active = activation above about 40%;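 also: 0% = vehicle and 100% = reference agonist at the receptor; some compounds past the cut are filed as inactive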
Starred values were filed as active, the others as inactive; nt = not tested or not shown. Rule as the data show it, unless noted: active = inhibition above about 40%; inactive = the rest. The order is random. About 0.29% of those tested had a hit in this group.

SMILES	mcGAS inh	hcGAS lum	NPYLR7 ag
Cc1ccc(NC(=O)COc2coc(CN3CCc4ccccc4C3)cc2=O)c(C)c1	-7	-5	3
C/C=C/COC(=O)C1=C(C)NC(=O)NC1c1ccc2c(c1)OCO2 (stereo not given)	-6	-3	-5
CC(=O)c1ccc(NC(=O)C(C)Sc2ncn[nH]2)cc1 (stereo not given)	nt	1	-13
CN(Cc1n[nH]c2c1CCCC2)C(=O)c1cn(C/C=C/c2ccccc2)nn1	nt	2	1
Nc1c(C(=O)C2CC2)sc2nc3c(cc12)CCC3	nt	-5	3
CCCCCCn1c(-c2cccs2)n[nH]c1=S	nt	6	-6
CCS(=O)(=O)c1ncc(CN2CCN(c3ccccc3)CC2C)n1CCOC (stereo not given)	nt	-9	-2
Cn1c(=O)n(CCCc2ccccc2)c(=O)c2c1nc1n2CCCN1CCc1ccccc1	-5	-3	7
CCOC(=O)C1CCN(C(=O)c2c(C)c(C)c(C)n2Cc2cccc(C)c2)CC1	-3	-2	-5
CC(=O)c1cccc(NC(=O)c2c(-c3ccccc3)noc2C)c1	nt	4	-3
COc1ccc(C(=O)n2nc(C)c(C(N)=O)c2N)cc1OC(F)F	nt	5	1
O=C1CC(c2ccc(Cl)cc2)CC2=Nc3ccccc3NC(c3ccccc3C(F)(F)F)C12 (stereo not given)	1	0	-10
CC(O)CC(C)(C)O (stereo not given)	nt	-3	-11
COc1ccc(-c2ccc(S(C)(=O)=O)cc2)nn1	-19	-4	5
CN1CCC2(CCC1=O)CN(C(=O)c1cnn3c1CCCC3)CCN2C (stereo not given)	-5	-7	nt
CCCc1c(C(=O)NCCC(O)(c2nccn2C)C(F)(F)F)[nH]c(C)c1C(=O)OC (stereo not given)	nt	-11	0
COc1ccc(-c2cnnc(NCCCN3CCCCC3CO)n2)cc1 (stereo not given)	0	-3	-1
COC(CNC(=O)c1sc2nc(-c3cccc([N+](=O)[O-])c3)cn2c1C)OC	-7	-6	2
Cc1ccc(-c2nc(CNC(=O)c3ccco3)[nH]c2-c2ccccn2)cc1	-22	-5	0
O=C(CCC(F)(F)F)N1CCc2c(ncnc2N2CCOCC2)C1	nt	-6	6
CC1CC(C)CN(C(c2ccccc2)C2Sc3ncnn3C2=O)C1 (stereo not given)	-6	-4	7
COCCN1C(=O)C(=Cc2cccc(Cl)c2Cl)SC1=S	nt	-6	4
O=S(=O)(Nc1ccc(F)cn1)c1c[nH]c2ncccc12	nt	-6	1
C=CCn1c(SCc2ccccc2F)nc2cc(C(=O)O)ccc2c1=O	nt	0	-3
O=C(COc1cccc(-n2cnnc2)c1)N1CCOCC1	-2	-2	-9
Next results
SMILES	mcGAS inh	hcGAS lum	NPYLR7 ag
CNC(=O)CC(C)N(C)CC1=Cc2cc(Cl)ccc2OC1 (stereo not given)	nt	2	9
CC1=NC2=C(C(=O)CCC2)C(c2ccc(C)cc2)C1C(=O)OCCOc1ccccc1 (stereo not given)	-3	1	-3
Cc1cc(-n2c(C)cc(C(=O)CSc3nnc(-c4ccco4)n3C)c2C)no1	-4	-4	-1
Cc1ccc2[nH]nc(C(=O)N3CCS(=O)(=O)CC3)c2c1	nt	3	2
CCOC(=O)c1ccc(NC2=NC(C)(C)Cc3cc(C)c(C)cc32)cc1	nt	-2	-2
C=CCn1c(SCc2nnc(-c3ccccc3)o2)nnc1C1COc2ccccc2O1 (stereo not given)	nt	-6	1
CC(C)CC1NC2(C(=O)N(C)c3ccccc32)C2C(=O)N(C(C)C)C(=O)C12 (stereo not given)	nt	-8	-2
COc1cc(-c2cccc3c2CCNC3)cc2cc(C(=O)O)oc12	-11	-6	8
COc1cccc2c1N(S(=O)(=O)c1cc(C)ccc1O)CCC2	nt	-1	1
Cc1cc(C(=O)N2CCN(CC(OCc3ccc(C(F)(F)F)cc3)c3ccc(Cl)cc3)CC2)c(C)o1 (stereo not given)	-9	-9	nt
CCOCCn1c(=O)c2c(nc3n(-c4cc(C)ccc4C)c(C)c(C)n23)n(C)c1=O	-7	-5	6
Cc1ccc(S(=O)(=O)Nc2ccccc2Br)cc1C	-21	-4	1
CC1CCCCN1CCCNC(=O)C(C1CCCC1)N1CCN(C(=O)CCc2ccccc2)CC1 (stereo not given)	-6	-4	-3
O=C(N1CC(c2ccncc2)C1)C12CC3CC(CC(C3)C1)C2	-9	-3	4
Cc1cc(NC(=O)Cc2ccc3c(c2)OCO3)n(-c2nc3ccc(F)cc3s2)n1	-11	-4	-6
CN1CCN(S(=O)(=O)c2ccc(NCc3ccccc3F)c([N+](=O)[O-])c2)CC1	nt	0	11
Cc1ccc(NC2=C(Cl)C(=O)N(c3ccc(C(F)(F)F)cc3)C2=O)cc1	nt	-7	23
CCCCn1ccc2nc3ccn(-c4ncn[nH]4)c(=O)c3cc2c1=O	nt	4	-3
O=P1(N2CCCC2)C=C(c2ccccc2)SC(c2ccccc2)=C1	nt	1	-5
COC(=O)c1ccc(/C=C2/SC(N)=NC2=O)cc1	-6	-8	5
Nc1ccc(NC(=O)c2ccco2)cc1	-8	-5	5
COc1cc(-c2cc(N)nc(N3CCCC3)n2)cc(OC)c1OC	-13	-3	2
COc1ccc(S(=O)(=O)N(CC(=O)NCCSc2ccc(Cl)cc2)c2ccc(C)cc2)cc1OC	-2	-2	0
CCC(=O)N[C@@H]1c2ccccc2C2(CCN(C(=O)c3sccc3C)CC2)[C@H]1OCc1cccnc1	-12	-9	9
CSc1ccccc1-c1cc(C)nc(N)n1	nt	-6	1

A draw from above in order of SMILES length, falling.
SMILES	mcGAS inh	hcGAS lum	NPYLR7 ag
CC(C)CC1NC2(C(=O)N(C)c3ccccc32)C2C(=O)N(C(C)C)C(=O)C12 (stereo not given)	nt	-8	-2
CC1CCCCN1CCCNC(=O)C(C1CCCC1)N1CCN(C(=O)CCc2ccccc2)CC1 (stereo not given)	-6	-4	-3
C=CCn1c(SCc2nnc(-c3ccccc3)o2)nnc1C1COc2ccccc2O1 (stereo not given)	nt	-6	1
O=P1(N2CCCC2)C=C(c2ccccc2)SC(c2ccccc2)=C1	nt	1	-5
CSc1ccccc1-c1cc(C)nc(N)n1	nt	-6	1

Remaining list, next part
SMILES	mcGAS inh	hcGAS lum	NPYLR7 ag
O=c1[nH]cnc2c1CCN(Cc1cc3n(n1)CCCNC3)CC2	nt	-5	14
O=C(CCC1CCCN(C2Cc3ccccc3C2)C1)NCc1ccccc1Cl (stereo not given)	-2	0	-1
Cc1[nH]c2ccccc2c1-c1nc(-c2ccccn2)sc1C	nt	-2	2
O=C(NCCCn1ccnc1)c1cc(N2Cc3ccccc3C2)ccn1	-11	4	nt
CC1(C)CC(NC(=O)c2cnn(-c3ccc(Cl)cc3)c2N)CC(C)(C)N1	nt	-9	-1
CC(C(=O)NCc1csc(N)n1)N1C(=O)c2cccc3cccc1c23 (stereo not given)	-14	-1	11
OC(COCc1ccco1)CN(Cc1ccccc1Cl)CC1CC(c2ccc3c(c2)OCO3)=NO1 (stereo not given)	-5	-3	nt
CN(C)c1ccc(CN(CC2CCCO2)C(=O)Nc2ccc(C#N)cc2)cc1 (stereo not given)	nt	-2	-3
C1=CC(Cc2n[nH]c(Cc3ccccc3)n2)CC1 (stereo not given)	nt	-7	-1
CN1CCC(C(=O)NC2CCCCC2c2ccccc2)CC1=O (stereo not given)	nt	-16	7
CCOc1ccccc1N1CCN(C(=O)c2cc(-c3ccc(OC)cc3OC)nn2-c2ccc(C)cc2C)CC1	-4	-13	-2
Cc1nc2c(cc1C(=O)Nc1nc(C#N)c(C#N)[nH]1)c(C)nn2C	0	3	-2
CCOc1ccc(-n2c(CNC(=O)c3cccs3)nnc2SCC(=O)Nc2ccc(OC)cc2)cc1	-6	-5	9
CC1=CN2CCS(=O)(=O)N=C2C=C1	nt	-9	5
CN1C[C@@H]2CC[C@H](CC1=O)N2C(=O)c1ccc(-c2ccn[nH]2)cc1	-18	-3	4
CC(C)(C)c1ccc(C(=O)N2CCN(c3ccccc3)CC2)cc1	nt	-3	-1
Cc1cccc(-c2nc3scc(CCN)n3n2)c1	-5	-1	2
CCC(C)NC(=O)COCC(=O)COc1ccc(Cl)c(C)c1 (stereo not given)	nt	-5	1
COc1ccccc1N1CCN(c2ccc(NC(=O)Nc3ccc(C)cc3C)cc2C(=O)N2CCCC2)CC1	-2	2	-3
Fc1ccc(-n2cccn2)c(CN2CCCC(OCc3ccccn3)C2)c1 (stereo not given)	nt	-4	-5
COc1ccc2c(=O)c(-c3ccc4c(c3)OCCO4)c(C)oc2c1	0	4	-4
O=C(NCc1cccnc1Oc1ccc(F)c(F)c1)c1c(F)cccc1F	nt	-1	1
NS(=O)(=O)C=Cc1ccccc1	nt	-9	3
Cc1ccc(-c2nc(N3CCOCC3)c3ccc(Cl)cc3n2)cc1	1	-3	-7
CCCn1cc(CNC(C)c2cnc(-c3ccncc3)nc2C)c(C)n1 (stereo not given)	nt	-4	14
(further entries)
SMILES	mcGAS inh	hcGAS lum	NPYLR7 ag
Cc1ccccc1Cn1cnc2c(cnn2CCNC(=O)C(C)(C)C)c1=O	-9	-3	-6
CCC(=O)N1CCCC(C(=O)NC(c2ccc(C)o2)C(C)(C)C)C1 (stereo not given)	nt	5	2
CC(C)(O)C#Cc1ccc(C(=O)N2CCCC2c2ccccn2)o1 (stereo not given)	-8	2	11
CCOc1ccccc1-c1nc(Cn2nnc(C(=O)Nc3cc(C)ccc3C)c2C)c(C)o1	-8	-6	10
CCc1cc(N2CCN(S(=O)(=O)N(C)C)CC2)n2ncnc2n1	-3	2	-6
C=CCN(Cc1ccc2c(c1)OCCO2)Cc1ccco1	-6	-2	2
CNc1nc2c(c(C(=O)N3CCCC3)n1)CN(CC(C)C(F)(F)F)CC2 (stereo not given)	4	5	nt
Cc1cc(C(=O)CN2C(=O)C(=O)N(CCc3cccs3)C2=O)c(C)n1CC(F)(F)F	nt	2	1
CC1(Cc2ccc(F)cc2)C(=O)Nc2c(Cl)ccc(Cl)c21 (stereo not given)	-2	-1	3
CCOCCCNc1n[nH]c(=S)s1	nt	-6	-1
O=S(=O)(c1c(F)cccc1F)N1CCc2c(ncnc2N2CCOCC2)C1	nt	-2	3
C=CCN(CCN1CCOCC1)Cc1ccc(C#N)cc1	nt	-8	4
CN(C)c1ccc(C(=O)N[C@H]2CO[C@H]3[C@@H]2OC[C@@H]3n2nnnc2-c2cccc(CN3CCCC3)c2)cc1	-6	-5	-10
Cc1c(C(=O)N2CCSC(C)(C)C2)oc2c1C(=O)CCC2	nt	-7	-2
O=C(CN1CCC(C(=O)N2CCCC2)CC1)Nc1cc(Cl)cc(Cl)c1	-5	0	-4
OCC1(Cc2cccc(Cl)c2)CCCN(C2CCN(c3ccccc3)CC2)C1 (stereo not given)	nt	-4	7
COc1ccc(C(=O)N(C)Cc2ccc(C)o2)cc1S(=O)(=O)NC1CC1	nt	-6	5
Cc1cc(N)n(-c2ncnc3sc4c(c23)CCCCC4)n1	nt	-5	-2
O=C(C(=O)N1CCC(c2cc(Cc3ccccc3)[nH]n2)CC1)c1ccco1	-17	-3	14
CCN(Cc1ccccn1)C(=O)Nc1cc(F)cc(N2CCCC2)c1	nt	-5	-22
COc1ccccc1N1CCN(c2ccc(NC(=O)c3ccc(C)c([N+](=O)[O-])c3)cc2C(=O)NCC2CCCO2)CC1 (stereo not given)	-4	-6	-4
COc1ccc(C(=O)N(C)CC2CCN(CCc3ccccc3OC)CC2)cc1F	nt	-5	2
O=C(CCCSc1ccc(NC(=O)C2CC2)nn1)Nc1ccccc1F	-10	-6	3
CNC(=O)NC(=O)C(NC(C)c1ccc2c(c1)OCCO2)c1ccccc1 (stereo not given)	nt	-7	3
O=C1OC(c2ccccc2I)=NC1=Cc1ccccc1OC(F)F	nt	-8	-11

Reprinted from the results shown, 6 compounds:
SMILES	mcGAS inh	hcGAS lum	NPYLR7 ag
CCN(Cc1ccccn1)C(=O)Nc1cc(F)cc(N2CCCC2)c1	nt	-5	-22
COc1ccccc1N1CCN(c2ccc(NC(=O)c3ccc(C)c([N+](=O)[O-])c3)cc2C(=O)NCC2CCCO2)CC1 (stereo not given)	-4	-6	-4
COc1ccc(C(=O)N(C)CC2CCN(CCc3ccccc3OC)CC2)cc1F	nt	-5	2
O=C(CCCSc1ccc(NC(=O)C2CC2)nn1)Nc1ccccc1F	-10	-6	3
CNC(=O)NC(=O)C(NC(C)c1ccc2c(c1)OCCO2)c1ccccc1 (stereo not given)	nt	-7	3
O=C1OC(c2ccccc2I)=NC1=Cc1ccccc1OC(F)F	nt	-8	-11

Following part
SMILES	mcGAS inh	hcGAS lum	NPYLR7 ag
CCC(=O)N1CCC2(CC1)CC(N1CCOCC1)CCO2 (stereo not given)	-6	-12	nt
O=C(NN=Cc1ccccc1O)c1cc(C23CC4CC(CC(C4)C2)C3)[nH]n1	-4	-5	4
Cc1ccc(Cn2c(C)c(C(=O)NCc3cccc(C(F)(F)F)c3)sc2=O)cc1	nt	-6	3
COc1cccc(OCC(=O)N/N=C2/CCOc3c(C)cccc32)c1	nt	-5	3
COc1ccccc1NC(=O)c1cc(S(=O)(=O)N2CCOCC2)c(Cl)cc1Cl	-3	-1	3
O=C(Cc1ccc(NS(=O)(=O)c2cccc3ccccc23)cc1)NC1CC1	nt	-3	-13
CC(C)c1ccc(C(=O)O)c(=O)[nH]1	-6	-6	-4
CC(C)(C)c1ccc(C(=O)N2CCC(c3cc(CC(=O)O)[nH]n3)CC2)cc1	nt	-7	4
CC1(C)CC(O)CC(C)(C)N1CC(O)COC12CC3CC(CC(C3)C1)C2 (stereo not given)	-1	2	12
COc1cc(Cl)ccc1OCc1cc(C(=O)NC(C)Cc2cccnc2)no1 (stereo not given)	nt	-2	-1
CC(=O)C1=C(C)Nc2ccccc2S1	nt	-2	12
O=C(/C=C/c1ccc(O)c(O)c1)OC(Cc1ccc(O)c(O)c1)C(=O)O (stereo not given)	1	6	nt
CNc1cncc(-c2ccc(C)cc2)n1	nt	-7	0
CC(=O)Nc1ccc(CNC(=O)C23CC4CC(CC(Br)(C4)C2)C3)cc1	nt	-6	5
COc1ccccc1C(=O)NCCn1cc(SCC(=O)Nc2cccc(C)c2)c2ccccc21	nt	-5	-1
